Screening data from PubChem.
TDP1 cell noCPT: qHTS for Inhibitors of human tyrosyl-DNA phosphodiesterase 1 (TDP1): qHTS in cells in absence of CPT; DT40 Tdp1-/- hTDP1 cells, no CPT, ATP luminescence, 48 h; Potency, µM (highest dose often 46.2 µM), inactives show at the top dose activity change, negative = growth inhibition, usual class: inhibitors; 420,000 compounds, 15% hits; AID 686978, 2013; further: nearly all actives have a fitted effect of over 55% in size
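Chicken DT40 Tdp1-/- cells stably complemented with human TDP1 were seeded at 400 cells/well with DMSO in place of 20 nM camptothecin. After compound pinning, cells grew at least 48 hr at 37 °C; viability read by CellTiter-Glo luminescence.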
TDP1 cell CPT: qHTS for Inhibitors of human tyrosyl-DNA phosphodiesterase 1 (TDP1): qHTS in cells in presence of CPT | chicken DT40 Tdp1-/-;hTDP1 cells + 20 nM CPT, ATP luminescence, 48 h | Potency, µM (series often up to 46.2 µM), for inactives: at the highest dose activity change, negative = growth inhibition, hits mostly inhibitors | 420,000 compounds, 12% hits; further: nearly all actives have a fitted effect of over 55% in size
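Chicken DT40 Tdp1-/- cells stably complemented with human TDP1 were seeded at 400 cells/well in medium containing 20 nM camptothecin, exposed to pin-transferred compounds, and grown at 37 °C for at least 48 hr. Viability was read as ATP luminescence.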
TDP1 inh: qHTS Assay for Inhibitors of Tyrosyl-DNA Phosphodiesterase (TDP1); Tyrosyl-DNA phosphodiesterase 1 (Homo sapiens), Q9NUW8; 350,000 compounds, 0.28% hits; Potency, µM (titrated, usually from 130 µM), for inactives: top-dose activity change, negative = inhibition, actives largely listed as inhibitors; AID 485290, 2010; recombinant TDP1, AlphaScreen DNA substrate cleavage; further: nearly all actives have a fitted effect of over 40% in size
Target sequence (Q9NUW8 whole entry, looked up): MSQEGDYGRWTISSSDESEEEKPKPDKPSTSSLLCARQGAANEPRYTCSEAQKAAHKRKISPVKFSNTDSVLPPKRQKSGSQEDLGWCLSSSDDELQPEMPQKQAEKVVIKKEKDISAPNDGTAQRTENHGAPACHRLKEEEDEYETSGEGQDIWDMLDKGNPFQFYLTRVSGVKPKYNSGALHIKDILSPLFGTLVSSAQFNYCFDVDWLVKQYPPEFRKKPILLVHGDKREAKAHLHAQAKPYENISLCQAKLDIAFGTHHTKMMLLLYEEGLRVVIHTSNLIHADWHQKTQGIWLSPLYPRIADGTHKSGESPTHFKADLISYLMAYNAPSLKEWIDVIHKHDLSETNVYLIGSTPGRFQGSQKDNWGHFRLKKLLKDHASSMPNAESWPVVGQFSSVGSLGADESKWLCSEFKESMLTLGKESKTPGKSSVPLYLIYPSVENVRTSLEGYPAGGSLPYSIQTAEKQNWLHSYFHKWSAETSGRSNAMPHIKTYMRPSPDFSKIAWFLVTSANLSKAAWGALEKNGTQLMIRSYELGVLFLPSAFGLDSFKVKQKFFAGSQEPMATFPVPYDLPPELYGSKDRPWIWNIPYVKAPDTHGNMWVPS
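Enzyme-compound mixtures sat 15 min at room temperature, followed by a 5 min reaction with 15 nM final substrate and 10 min with AlphaScreen beads. Recombinant human Tdp1 was used at 1 nM final.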
An asterisk follows results filed as active; & = joins results of further samples; [ ] = another dose, or the depositor's remark. The call rests on the fitted dose curve; in most records, active means well fitted curve in the direction sought with a large enough effect; inconclusive means small, poorly fitted or top-dose-only effect, or another doubt; inactive means no such curve, though single readings can be large; an effect the other way counts as inactive or inconclusive. On the % scale 0 is the no-effect control and ±100 the full control effect; potency means the concentration at half of the fitted maximal effect. Rows were taken by chance (roughly 18% active in at least one column).

What do the screens show for `O=C(Nc1ccc2c(c1)OCO2)N1CCN(c2ccccc2)CC1`?
TDP1 cell noCPT: 1%; TDP1 cell CPT: -2%; TDP1 inh: -3%

Results for COC(=O)/C=C1\S/C(=N\N=C\CC(=O)OC)NC1=O ?
TDP1 cell noCPT: 5.2µM*; TDP1 cell CPT: 3.7µM*

How did Cc1ccc(C)c(N2C(=O)c3ccc(C(=O)OCC(=O)c4c(N)n(C)c(=O)n(C)c4=O)cc3C2=O)c1 do in these assays?
TDP1 cell noCPT: -20%; TDP1 cell CPT: -10%; TDP1 inh: 5%

What do the screens show for `O=C(NNc1cc(N2CCOCC2)nc(N2CCOCC2)n1)c1ccc(Cl)c(Cl)c1`?
TDP1 cell noCPT: inconclusive; TDP1 cell CPT: inconclusive; TDP1 inh: 8%

What do the screens show for `CCOCCCN1C(=O)C2C(C(=O)Nc3ccc(OCC)cc3)C3C=CC2(O3)C1C(=O)NC1CCCCC1` (stereo not given)?
TDP1 cell noCPT: -15%; TDP1 cell CPT: 2%; TDP1 inh: 2%

How did CCc1nc2ccc(C(=O)NCc3ccc4c(c3)OCO4)cn2c1N(CC)Cc1cccc(Br)c1 do in these assays?
TDP1 cell noCPT: inconclusive; TDP1 cell CPT: inconclusive

What do the screens show for `CCOc1cccc(NC(=O)C(Cc2cccs2)c2nn[nH]n2)c1` (stereo not given)?
TDP1 cell noCPT: -3%; TDP1 cell CPT: -13%; TDP1 inh: 4%

How did COc1ccc(NC(=O)c2cc(-c3ccc(F)cc3OC)n[nH]2)c(C)c1 do in these assays?
TDP1 cell noCPT: inconclusive; TDP1 cell CPT: inconclusive

How did CC(C)C[C@H](NC(=O)NC1CCCc2ccccc21)C(=O)O (stereo not given in full) do in these assays?
TDP1 cell noCPT: 6%; TDP1 cell CPT: -5%; TDP1 inh: 1%

How did CC1CCCCN1C(=O)COC(=O)/C=C/c1ccc2ccccc2n1 (stereo not given) do in these assays?
TDP1 cell noCPT: inconclusive; TDP1 cell CPT: inconclusive; TDP1 inh: 2%

How did Cc1ccc(CNC(=O)CSc2ncc3c(n2)-c2cc(Cl)ccc2N(C)S3(=O)=O)cc1 do in these assays?
TDP1 cell noCPT: inconclusive; TDP1 cell CPT: inconclusive; TDP1 inh: 3%

How did Cc1nn(S(=O)(=O)c2ccc(Cl)cc2)c(C)c1Sc1ccc([N+](=O)[O-])cc1 do in these assays?
TDP1 cell noCPT: 16µM*; TDP1 cell CPT: 16µM*; TDP1 inh: 6%

What do the screens show for `Cc1cc(Br)ccc1NC(=O)CN(C)C(=O)C1CCN(C(=O)c2ccc(F)cc2)CC1`?
TDP1 cell noCPT: inconclusive; TDP1 cell CPT: -29%

How did C[C@H]1CN([C@@H](C)CO)C(=O)c2cc(C#CC3CCCC3)cnc2O[C@H]1CN(C)C(=O)Cc1ccccn1 do in these assays?
TDP1 cell noCPT: 4%; TDP1 cell CPT: 4%

Results for Cc1c(C(=O)C(C)C)n(C)c2ccccc12 ?
TDP1 cell noCPT: -13%; TDP1 cell CPT: -11%; TDP1 inh: 0%

Results for CON(C)S(=O)(=O)c1cccc(C(=O)Nc2cccc(S(=O)(=O)NC3=NCCCCC3)c2)c1 ?
TDP1 cell noCPT: inconclusive; TDP1 cell CPT: inconclusive

How did CCc1ccccc1NC(=O)CCc1c(C)nn(-c2ccc(N3CCOCC3)nn2)c1C do in these assays?
TDP1 cell noCPT: 4%&-18%; TDP1 cell CPT: -13%&-30%; TDP1 inh: 12%&3%

What do the screens show for `Cc1ccc(-n2nnnc2CNC(=O)c2cc(C(F)(F)F)cc(C(F)(F)F)c2)cc1C`?
TDP1 cell noCPT: 16µM*; TDP1 cell CPT: inconclusive; TDP1 inh: 0%

What do the screens show for `CCOC(=O)c1cc(OC(=O)c2cccc(Cl)c2)n(-c2ccccc2)n1`?
TDP1 cell noCPT: -6%; TDP1 cell CPT: -13%; TDP1 inh: 5%

What do the screens show for `CC1CC(C)C[N+](=C2C=C(N3CCCC3)CC(C)(C)C2)C1` (stereo not given)?
TDP1 cell noCPT: 0.0082µM*; TDP1 cell CPT: 0.21µM*; TDP1 inh: 0%

How did O=C(NC(=S)NNS(=O)(=O)c1ccccc1)c1ccccc1[N+](=O)[O-] do in these assays?
TDP1 cell noCPT: -20%; TDP1 cell CPT: -26%; TDP1 inh: 5%

Results for CCN(C(=O)COC(=O)CSc1cc(C)c2ccccc2n1)c1ccccc1 ?
TDP1 cell noCPT: -17%; TDP1 cell CPT: -15%; TDP1 inh: -5%

What do the screens show for `CC(C)CCNC(=O)c1csc2c1CCCCC2`?
TDP1 cell noCPT: inconclusive; TDP1 cell CPT: 2%; TDP1 inh: -1%

Results for CCS(=O)(=O)c1ccc(-c2csc(-c3ccc(Cl)cc3)n2)c(Cl)c1Cl ?
TDP1 cell noCPT: inconclusive; TDP1 cell CPT: inconclusive; TDP1 inh: -3%

What do the screens show for `S=C1NC2=C(CCC/C2=C\c2ccccc2)C(c2ccccc2)N1` (stereo not given)?
TDP1 cell noCPT: 15µM*; TDP1 cell CPT: inconclusive; TDP1 inh: 8%

What do the screens show for `CC(=O)ON(C(C)=O)c1ccc(/C=C2/C=Cc3ccccc32)cc1`?
TDP1 cell noCPT: inconclusive; TDP1 cell CPT: inconclusive

How did COc1cccc(-c2nc(S(=O)(=O)c3ccc(Cl)cc3)c(NCc3ccccc3)o2)c1 do in these assays?
TDP1 cell noCPT: inconclusive; TDP1 cell CPT: inconclusive; TDP1 inh: 3%

How did O=S(=O)(c1ccccc1)c1nc(NC2CC2)sc1Cl do in these assays?
TDP1 cell noCPT: -27%; TDP1 cell CPT: 15%; TDP1 inh: 1%

Results for Cc1cccc(-n2cc(CNCCN3CCOC3=O)c(-c3cccc(F)c3)n2)c1 ?
TDP1 cell noCPT: 21µM*; TDP1 cell CPT: inconclusive; TDP1 inh: 3%

Results for CCOC(=O)c1ccc(NC(=O)CN2C(=O)c3cccnc3Sc3ccccc32)cc1 ?
TDP1 cell noCPT: inconclusive; TDP1 cell CPT: inconclusive; TDP1 inh: 7%

What do the screens show for `CC1CCCN(C(=O)c2cccc(S(=O)(=O)N3CCCc4ccccc43)c2)C1` (stereo not given)?
TDP1 cell noCPT: 10µM*; TDP1 cell CPT: 10µM*

What do the screens show for `CO/N=C/NC(=O)NOCc1c(Cl)cccc1Cl`?
TDP1 cell noCPT: -19%; TDP1 cell CPT: 4%; TDP1 inh: 2%

Results for OC(CCc1cccc(Cl)c1)c1cccs1 (stereo not given) ?
TDP1 cell noCPT: -22%; TDP1 cell CPT: -17%

Results for COc1cc(NC(=O)c2cccc(C)c2)ccc1NC(=O)c1cc2ccccc2o1 ?
TDP1 cell noCPT: 3.7µM*; TDP1 cell CPT: inconclusive

Results for O=C1c2ccccc2C(=O)N1CCc1nc2ccccc2c(=O)n1-c1ccccn1 ?
TDP1 cell noCPT: -8%; TDP1 cell CPT: 0%; TDP1 inh: 1%

How did Cc1ccccc1Nc1ccc2nonc2c1[N+](=O)[O-] do in these assays?
TDP1 cell noCPT: -6%; TDP1 cell CPT: 1%

Results for CCOc1ccc(OCc2ccc(C(=O)N3CCc4ccccc4C3)o2)cc1 ?
TDP1 cell noCPT: -13%; TDP1 cell CPT: -6%; TDP1 inh: -2%

What do the screens show for `Cc1nnsc1C(=O)NNC(=O)c1ccc(C(F)(F)F)cc1`?
TDP1 cell noCPT: -1%; TDP1 cell CPT: 4%; TDP1 inh: 0%

How did O=[N+]([O-])c1ccc2[nH]c(O)c(N=NC3CCS(=O)(=O)C3)c2c1 (stereo not given) do in these assays?
TDP1 cell noCPT: 14%; TDP1 cell CPT: 33%[activator]; TDP1 inh: 0%

Results for O=C(COc1ccccc1C(=O)O)Nc1ccc(SC(F)F)cc1 ?
TDP1 cell noCPT: 16µM*; TDP1 cell CPT: 16µM*; TDP1 inh: 8%

Results for Nc1ccc2c(c1)Cc1cc(Cl)c(Cl)cc1-2 ?
TDP1 cell noCPT: -30%; TDP1 cell CPT: -19%

What do the screens show for `O=C(O)c1ccsc1Cc1cccs1`?
TDP1 cell noCPT: -5%; TDP1 cell CPT: inconclusive

How did COC(=O)c1ccc(C(=O)OC)c(NC(=O)CSc2cccc[n+]2[O-])c1 do in these assays?
TDP1 cell noCPT: 0.73µM*; TDP1 cell CPT: 0.92µM*; TDP1 inh: 8%

What do the screens show for `CC(C)C(c1nnnn1Cc1ccccc1)N1CCC(C(N)=O)CC1` (stereo not given)?
TDP1 cell noCPT: 6%; TDP1 cell CPT: 11%; TDP1 inh: 1%

What do the screens show for `Cc1ccccc1NC(=S)NC(NC(=O)COc1ccccc1)C(Cl)(Cl)Cl` (stereo not given)?
TDP1 cell noCPT: inconclusive; TDP1 cell CPT: inconclusive; TDP1 inh: 5%

What do the screens show for `COCCNC(=O)CN(Cc1ccc(F)cc1)C(=O)CCC(=O)Nc1nccs1`?
TDP1 cell noCPT: -4%; TDP1 cell CPT: -15%; TDP1 inh: 10%

How did Cc1cccc(/C(N)=N/OC(=O)Cc2ccccc2)c1 do in these assays?
TDP1 cell noCPT: -11%; TDP1 cell CPT: -13%; TDP1 inh: -12%

Results for CCOC(=O)/C(C#N)=C\c1ccc2c(c1)OCO2 ?
TDP1 cell noCPT: -12%; TDP1 cell CPT: -7%

How did O=C(NCCN1C(=O)S/C(=C\c2cccnc2)C1=O)c1ccc(S(=O)(=O)N2CCCC2)cc1 do in these assays?
TDP1 cell noCPT: inconclusive; TDP1 cell CPT: inconclusive; TDP1 inh: -1%

Results for Nc1nonc1C(=O)N/N=C/c1ccc(-c2cccc([N+](=O)[O-])c2)o1 ?
TDP1 cell noCPT: inconclusive; TDP1 cell CPT: -23%; TDP1 inh: 3%

How did Cc1ccc(C)c(-c2csc(-c3cccnc3)n2)c1 do in these assays?
TDP1 cell noCPT: -13%; TDP1 cell CPT: inconclusive

How did CC(NCc1ccccc1Cl)C(=O)Nc1ccc(S(=O)(=O)N2CCCC2)cc1 (stereo not given) do in these assays?
TDP1 cell noCPT: inconclusive; TDP1 cell CPT: inconclusive; TDP1 inh: -4%

How did COc1ccc(OCCSc2nc(C)nc3ccccc23)cc1 do in these assays?
TDP1 cell noCPT: inconclusive; TDP1 cell CPT: inconclusive; TDP1 inh: 1%

How did COc1ccc(C(=O)CCC(=O)Nc2ccc(Cl)cc2)cc1 do in these assays?
TDP1 cell noCPT: 21%; TDP1 cell CPT: 2%

What do the screens show for `O=Cc1cccc2ccc3cccc(C(=O)O)c3c12`?
TDP1 cell noCPT: 2%; TDP1 cell CPT: 4%

Results for COc1ccc(-c2csc(NC(=O)c3ccc(N4C(=O)CCC4=O)cc3)n2)cc1OC ?
TDP1 cell noCPT: -23%; TDP1 cell CPT: 0%; TDP1 inh: -1%

How did O=C(/C=C/c1ccccc1)NNC1=NS(=O)(=O)c2ccccc21 do in these assays?
TDP1 cell noCPT: -3%; TDP1 cell CPT: 2%; TDP1 inh: 0%

Filtered by structure, those above containing an aryl methoxy group.
How did COc1ccc(NC(=O)c2cc(-c3ccc(F)cc3OC)n[nH]2)c(C)c1 do in these assays?
TDP1 cell noCPT: inconclusive; TDP1 cell CPT: inconclusive

How did COc1cccc(-c2nc(S(=O)(=O)c3ccc(Cl)cc3)c(NCc3ccccc3)o2)c1 do in these assays?
TDP1 cell noCPT: inconclusive; TDP1 cell CPT: inconclusive; TDP1 inh: 3%

Results for COc1cc(NC(=O)c2cccc(C)c2)ccc1NC(=O)c1cc2ccccc2o1 ?
TDP1 cell noCPT: 3.7µM*; TDP1 cell CPT: inconclusive

How did COc1ccc(OCCSc2nc(C)nc3ccccc23)cc1 do in these assays?
TDP1 cell noCPT: inconclusive; TDP1 cell CPT: inconclusive; TDP1 inh: 1%

How did COc1ccc(C(=O)CCC(=O)Nc2ccc(Cl)cc2)cc1 do in these assays?
TDP1 cell noCPT: 21%; TDP1 cell CPT: 2%

Results for COc1ccc(-c2csc(NC(=O)c3ccc(N4C(=O)CCC4=O)cc3)n2)cc1OC ?
TDP1 cell noCPT: -23%; TDP1 cell CPT: 0%; TDP1 inh: -1%

Filtered by structure: those above with a CF3 group
What do the screens show for `Cc1ccc(-n2nnnc2CNC(=O)c2cc(C(F)(F)F)cc(C(F)(F)F)c2)cc1C`?
TDP1 cell noCPT: 16µM*; TDP1 cell CPT: inconclusive; TDP1 inh: 0%

What do the screens show for `Cc1nnsc1C(=O)NNC(=O)c1ccc(C(F)(F)F)cc1`?
TDP1 cell noCPT: -1%; TDP1 cell CPT: 4%; TDP1 inh: 0%
